From PubChem BioAssay
ER stress rescue – protection against thapsigargin-triggered cell killing – 384-well, CSM14.1, ATP luminescence, primary screen (AID 1222); CSM14.1 thapsigargin-induced death rescue, ATP luminescence; higher % means a stronger effect; one-dose cellular ATP content (survival), % at 20 µM; EC50 in µM for titrated hits; 190,000 tested, under 10 active;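 active = EC50 below 50 µM in the dose-response confirmation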;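 also: death triggered by thapsigargin at about 15 µM added after 2 h compound pretreatment; cell ATP read after overnight thapsigargin exposure of roughly 18 to 22 hours; normalized against plate controls of thapsigargin alone and 5% DMSO vehicle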
GPR35 antagonists – GPR35 antagonists blocking zaprinast-driven arrestin recruitment, primary screen, imaging, U2OS, beta-arrestin-GFP, zaprinast agonist (AID 2058). U2OS GPR35 beta-arrestin-GFP translocation imaging, zaprinast antagonism; higher % means a stronger effect. inhibition, % at 10 µM, or IC50 in µM where a hit was titrated. hit rate 0.052% among 290,000;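 active = inhibition of at least 50% with at least 30 cells and total cytoplasm GFP at most 10,000,000; inconclusive = under 30 cells or total GFP of 10,000,000 plus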
LYP phosphatase – inhibitors of LYP phosphatase, biochemical, fluorescence intensity, uHTS (AID 1779). inhibition, % at 11.5 µM; hits with a dose series show IC50 in µM. recombinant LYP phosphatase, fluorescence intensity; higher % means a stronger effect. hit rate 0.054% among 290,000; in the data active = inhibition above about 50%;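 also: plate controls were vehicle with enzyme for no effect and no enzyme for full effect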
MgcRacGAP inhibition – MgcRacGAP GTPase-activating activity inhibitors, confirmation, biochemical, ADP Hunter fluorescence. MgcRacGAP-stimulated Rac1 GTP hydrolysis, ADP Hunter fluorescence; higher % means a stronger effect; GST-tagged Rac1 F28L mutant substrate. one-dose inhibition, % at 30 µM; IC50 in µM for titrated hits. hit rate 0.6% among 340,000. AID 624330;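 active = first-screen hits whose inhibition reached a set limit at any dose in the follow-up dose series; inconclusive = inhibition above the set first-screen limit but never retested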;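 also: fluorescence reports GDP produced by GAP-driven GTP hydrolysis; strong numbers were not always called active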
West Nile virus CPE – inhibition of WNV-induced cytopathic effect – cell-based, CPE readout (AID 1621); West Nile virus-infected cells, CPE inhibition; higher % means a stronger effect; one-dose CPE inhibition, % at 10 µM; IC50 in µM for titrated hits; hit rate 0.02% among 290,000; in the data active = a potency from the dose series; inconclusive = CPE inhibition mostly from about 3.7% at the one dose, without a potency; inactive = the rest, 99 in 100 with CPE inhibition below about 2.2%; also: strong numbers were not always called active
SV40 large T antigen – SV40 large T antigen inhibitors, biochemical (AID 1903) | SV40 large T antigen ATPase/helicase inhibition assay; higher % means a stronger effect | one-dose inhibition, % at 20 µM; IC50 in µM for titrated hits | hit rate 0.39% among 310,000; in the data active = a potency from the dose series; inconclusive = inhibition mostly from about 32% at the one dose, without a potency; inactive = the rest, 99 in 100 with inhibition below about 32%; also: strong numbers were not always called active
NS5 inhibitors – flavivirus cap methylation enzyme inhibition – biochemical, confirmation dose response, primary screen (AID 588689). one-dose inhibition, % at 25 µM; IC50 in µM for titrated hits. Dengue-2 NS5 methyltransferase capping enzyme assay, biochemical; higher % means a stronger effect. hit rate 0.3% among 340,000; in the data active = a potency from the dose series; inconclusive = inhibition above about 29% without an active follow-up result
RSV CPE inhibition – inhibition of RSV-induced cytopathic effect – HEp-2 cells, primary 10 µM value included (AID 2391) | HEp-2 cells, RSV-induced CPE inhibition; higher % means a stronger effect | CPE inhibition, % at 10 µM, or IC50 in µM where a hit was titrated | hit rate 0.13% among 310,000; in the data active = a potency from the dose series; inconclusive = CPE inhibition mostly from about 23% at the one dose, without a potency; inactive = the rest, 99 in 100 with CPE inhibition below about 21%; also: strong numbers were not always called active
Salmonella PhoP GFP – inhibitors of PhoP regulon expression, primary screen, Salmonella Typhimurium, GFP reporter (AID 1863); one-dose inhibition, % at 50 µM; IC50 in µM for titrated hits; S. Typhimurium PhoP-regulated promoter GFP reporter, 4 h; higher % means a stronger effect; hit rate 0.16% among 300,000;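 active = inhibition over 29.93%, a cutoff 3 SD above the screen mean, later confirmed by dose response; inconclusive = inhibition over 29.93% but no dose response follow-up; inactive = inhibition at most 29.93% or unconfirmed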;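 also: 0% = low Mg2+ inducing control and 100% = high Mg2+ repressing control; strong numbers were not always called active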
NS5 inhibitors pilot replicate – recorded beside NS5 inhibitors, whose call it bears; inhibition, %; measured here: pilot screen replicate inhibition
Starred values were filed as active, the others as inactive; u = inconclusive; x = not tested or not shown; & = joins results of further samples.

SMILES	ER stress rescue	GPR35 antagonists	LYP phosphatase	MgcRacGAP inhibition	West Nile virus CPE	SV40 large T antigen	NS5 inhibitors	RSV CPE inhibition	Salmonella PhoP GFP	others
Cc1ccnc(SCCn2c(N3CCN(Cc4ccccc4)CC3)nc3c2c(=O)[nH]c(=O)n3C)n1	-0.7%	-16.8%	2.4%	6.9%	-0.1%	8.9%&11.1%	-0.7%	3.6%	-3.1%
O=C(NNc1cc(N2CCOCC2)nc(N2CCOCC2)n1)c1ccc(Cl)c(Cl)c1	-5.0%	7.9%	6.1%	-4.7%	-0.6%	8.3%	1.9%	4.4%	-12.3%
O=C(O)c1ccc(-c2ccc(/C=N/Nc3ccc([N+](=O)[O-])cc3)o2)cc1	x	-1.7%	2.2%	3.2%	0.1%	12.0%	u	3.1%	-0.9%
NS(=O)(=O)c1ccc(NC(=O)COC(=O)CCc2ccc(S(=O)(=O)N3CCOCC3)cc2)cc1	x	3.1%	-7.5%	13.0%	0.2%	0.8%	-0.8%	-1.2%	-5.7%
CCCCSC(=O)Nc1ccccc1	3.3%	-0.4%	-9.2%	9.9%	0.1%	3.3%	2.4%	1.9%	-0.8%
O=C(CSc1nc2ccc(Cl)cc2[nH]1)c1ccc2c(c1)OCO2	-1.2%	0.2%	-7.1%	7.6%	-0.2%	11.0%	0.3%	20.3%	14.2%
O=C(NCc1cccnc1)c1cccc(S(=O)(=O)NCc2ccccc2)c1	x	x	x	6.3%	x	11.7%	5.0%	0.2%	-4.1%
O=C(Cn1ccc([N+](=O)[O-])n1)NCc1ccccc1	x	x	x	6.6%	x	7.6%	-0.8%	1.3%	x
CN(c1ccc2nc3ccccc3c(=O)n2n1)C1CCCCC1	-5.5%	-18.7%	-4.2%	4.3%	-1.4%	7.6%	-6.2%	2.3%	-0.8%
COc1ccc(CCN2CC(C(=O)NCCN3CCNC3=O)CCC2=O)cc1 (centres undefined)	x	3.3%	-13.1%	7.8%	-0.1%	2.3%	-11.6%	0.6%	1.3%

A stretch from the list above, for reference:
SMILES	ER stress rescue	GPR35 antagonists	LYP phosphatase	MgcRacGAP inhibition	West Nile virus CPE	SV40 large T antigen	NS5 inhibitors	RSV CPE inhibition	Salmonella PhoP GFP	others
Cc1ccnc(SCCn2c(N3CCN(Cc4ccccc4)CC3)nc3c2c(=O)[nH]c(=O)n3C)n1	-0.7%	-16.8%	2.4%	6.9%	-0.1%	8.9%&11.1%	-0.7%	3.6%	-3.1%
O=C(NNc1cc(N2CCOCC2)nc(N2CCOCC2)n1)c1ccc(Cl)c(Cl)c1	-5.0%	7.9%	6.1%	-4.7%	-0.6%	8.3%	1.9%	4.4%	-12.3%
O=C(O)c1ccc(-c2ccc(/C=N/Nc3ccc([N+](=O)[O-])cc3)o2)cc1	x	-1.7%	2.2%	3.2%	0.1%	12.0%	u	3.1%	-0.9%
NS(=O)(=O)c1ccc(NC(=O)COC(=O)CCc2ccc(S(=O)(=O)N3CCOCC3)cc2)cc1	x	3.1%	-7.5%	13.0%	0.2%	0.8%	-0.8%	-1.2%	-5.7%
CCCCSC(=O)Nc1ccccc1	3.3%	-0.4%	-9.2%	9.9%	0.1%	3.3%	2.4%	1.9%	-0.8%
O=C(CSc1nc2ccc(Cl)cc2[nH]1)c1ccc2c(c1)OCO2	-1.2%	0.2%	-7.1%	7.6%	-0.2%	11.0%	0.3%	20.3%	14.2%
O=C(NCc1cccnc1)c1cccc(S(=O)(=O)NCc2ccccc2)c1	x	x	x	6.3%	x	11.7%	5.0%	0.2%	-4.1%

(continued)
SMILES	ER stress rescue	GPR35 antagonists	LYP phosphatase	MgcRacGAP inhibition	West Nile virus CPE	SV40 large T antigen	NS5 inhibitors	RSV CPE inhibition	Salmonella PhoP GFP	others
C(=N\Nc1nc2ccccc2[nH]1)/c1cccc2nccnc12	x	-13.5%	-2.6%	x	0.2%	9.2%	x	3.5%	-8.7%
Cc1cccc2cc(CN(CC3CCCO3)C(=O)c3cnccn3)c(=O)[nH]c12 (centres undefined)	x	-15.1%	1.6%	0.9%	0.2%	21.8%	-4.2%	x	-11.9%
CC1CC(=O)C2=C(C1)OC(N)=C(C#N)C2c1coc2ccccc2c1=O (centres undefined)	x	11.8%	0.8%	8.3%	0.4%	4.3%	7.2%	4.4%	9.4%
CC(C)(C)n1ncc2c(=O)n(CC(=O)Nc3ccc4c(c3)OCO4)cnc21	-2.3%	12.4%	-4.1%	-0.3%	0.1%	14.0%	14.0%	0.2%	32.9%
Cc1cccc(C)c1N(CC(=O)NCc1ccco1)C(=O)CNS(=O)(=O)c1ccc(F)cc1	x	6.8%	-10.2%	4.0%	0.4%	19.3%	-7.5%	0.1%	4.7%
COC(=O)c1sc(-c2cccs2)cc1NC(=O)/C=C/C(=O)O	x	5.0%	5.6%	x	0.5%	12.2%	x	0.5%	-8.4%
CCN(CC)C(=O)C[n+]1ccc(C(N)=O)cc1	-0.7%	-13.2%	-6.5%	5.4%	0.6%	4.7%	-0.9%	1.2%	4.0%
O=C(Cc1ccc(-n2c(=S)[nH]c3ccccc3c2=O)cc1)N1CCC(N2CCCCC2)CC1	-1.1%	0.7%	-2.6%	0.6%	0.5%	1.6%	-9.5%	-0.5%	6.1%	NS5 inhibitors pilot replicate=2.8
C/C(=N/NC(=O)CNC(=O)c1cccnc1)c1cccc([N+](=O)[O-])c1	-2.1%	-12.5%	-7.6%	-0.2%	0.8%	3.6%	3.7%	1.7%	2.6%
CNS(=O)(=O)c1cccc(C(=O)OCC(=O)NCc2ccccc2)c1	-0.5%	11.1%	-9.0%	6.8%	0.2%	7.5%	1.9%	-0.9%	3.6%	NS5 inhibitors pilot replicate=1.8
CCCCC(=O)Nc1ccc(NC(=O)c2cccnc2)cn1	-2.2%	4.1%	-4.1%	4.2%	-0.6%	1.6%	-1.6%	0.2%	5.0%
N/C(CC(=O)Nc1ccc(F)c(Cl)c1)=N\OC(=O)c1cccs1	x	-13.1%	-4.8%	0.3%	-0.2%	-7.7%	4.6%	-0.2%	-1.2%
Cn1nc(NC(=O)CC(C)(C)CC(=O)O)c2ccccc21	x	7.0%	-1.8%	x	0.0%	-4.3%	x	0.8%	-8.8%
COc1cc([N+](=O)[O-])c(OC)cc1SCc1n[nH]c(=S)n1-c1ccc(F)cc1	x	5.5%	-9.1%	5.5%	-0.6%	30.4%	-3.8%	-0.5%	-9.7%
CN(CC(=O)Nc1cccc(F)c1)C(=O)c1cccnc1Sc1ccc(Cl)cc1	x	x	x	13.8%	x	12.0%	-5.9%	0.5%	5.2%
Cc1ccc2oc3c(c(=O)c2c1)C(c1cccc(Br)c1)N(Cc1ccco1)C3=O (centres undefined)	-0.1%	6.6%	-8.8%	1.8%	-0.3%	5.2%	-7.5%	x	-7.6%
CCn1cc(C(=O)OCC(=O)c2ccc(Cl)cc2)c(=O)c2ccc(C)nc21	-1.9%	-6.3%	-1.9%	5.4%	-0.1%	23.8%	-2.9%	1.3%	0.7%
Cn1cnnc1SCC(=O)NCCc1ccccc1	0.2%	4.4%	-10.2%	9.1%	-0.1%	0.2%	-7.4%	1.4%	11.5%	NS5 inhibitors pilot replicate=2.4
CSc1ccccc1C(=O)NCCc1ccc(S(=O)(=O)N2CCCCC2)cc1	0.8%	-8.9%	2.8%	2.4%	-0.7%	7.5%	-0.8%	0.6%	7.8%
COc1ccc(NC(=O)COC(=O)C23CCC(=O)N2c2ccccc2S3)cc1 (centres undefined)	-0.4%	11.2%	-0.8%	4.5%	-0.5%	12.8%	-15.0%	1.9%	-15.8%
Cc1ccc(NC(=O)Nc2ccc(F)cc2)cc1Cl	-2.1%	4.4%	-1.4%	-5.7%	-1.0%	-6.2%	-2.2%	16.2%	4.5%
CCOC(=O)CC(NC(=O)C1c2ccccc2Oc2ccccc21)c1ccccc1Cl (centres undefined)	3.4%	-0.5%	0.9%	9.7%	-0.4%	3.8%	2.6%	0.1%	1.1%
OC(c1nc2ccccc2[nH]1)C(O)C(O)C(O)c1nc2ccccc2[nH]1 (centres undefined)	x	1.5%	-2.7%	x	0.1%	12.9%	x	1.8%	-12.0%
CCOC(=O)c1ccc(NC(=S)N2CCCC2c2ccc(OC)c(OC)c2)cc1 (centres undefined)	-7.0%	-21.8%	-6.3%	12.4%	-0.3%	12.4%	-9.5%	1.1%	7.4%
CCn1cc(S(=O)(=O)CC(=O)Nc2cccc(C)c2)c2ccccc21	x	4.2%	-6.3%	5.8%	0.0%	2.9%	-4.8%	2.2%	0.4%
Cc1cc(C(=O)OCC(=O)Nc2ccc(F)cc2)c(C)o1	0.5%	2.8%	7.2%	2.7%	0.1%	-1.5%	-4.8%	1.3%	-7.1%
COc1cccc(NC(=O)CN2C(=O)NC(C)(c3ccc(C)cc3)C2=O)c1 (centres undefined)	x	-10.1%	0.9%	6.4%	-0.1%	4.6%	-5.7%	1.3%	5.2%
CCOC(=O)C1=C(c2ccccc2)OC(N)=C(C#N)C1C1CCCCC1 (centres undefined)	1.2%	5.5%	1.9%	2.8%	0.2%	1.8%	1.4%	1.4%	-1.8%
O=C(O)/C=C\C(=O)Nc1ccc(OC(F)F)cc1	4.3%	19.4%	-3.1%	1.8%	-0.4%	2.4%	-3.9%	3.4%	-9.8%
O=C(CN1CCC(NC(=O)c2ccccc2F)CC1)Nc1ccc2c(c1)OCO2	-0.6%	-7.0%	-4.9%	4.2%	-1.3%	21.8%	-7.1%	0.8%	-5.9%
C/C(Cc1ccccc1)=N\NC(=O)CNC(=O)c1ccccc1O	x	2.8%	-9.5%	2.1%	0.3%	3.0%	-5.3%	1.4%	-9.9%
COc1cc(/C=C2\SC(=S)N(NC(=O)c3ccccc3OC)C2=O)ccc1O	x	-6.1%	3.2%	8.1%	-0.1%	9.7%	0.0%	0.3%	2.2%
CC(=O)Nc1ccc(S(=O)(=O)NC(C)C(=O)NCCc2ccc(F)cc2)cc1 (centres undefined)	-0.3%	11.6%	-6.7%	4.1%	-0.2%	20.7%	-3.0%	-0.1%	9.1%
NNC(=O)Nc1cccc(C(F)(F)F)c1	0.8%	22.9%	-4.6%	3.9%	0.7%	3.2%	4.5%	-0.5%	-6.0%
COc1ccc(N(C)C(=O)CC2(CC(=O)O)CCCCC2)cc1	-0.5%	0.3%	3.4%	13.1%	0.1%	5.9%	4.5%	3.3%	0.9%
COC(=O)c1cccc(C23CC4(C2)[C@H](CN(Cc2ccc(-c5ccccc5)cc2)[C@@H]4c2ccccc2)C3c2ccccc2)c1 (some centres undefined)	x	-0.9%	-3.8%	10.3%	-0.1%	7.9%	-9.6%	-0.2%	-2.6%
